pCIP destab = compounds decreasing mouse p/CIP protein stability; 290,000 compounds, 0.01% hits; Q05BA5; F442A p/CIP-EGFP cells, EGFP fluorescence, 16 h; decrease of EGFP signal, % at 10 µM;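 active means EGFP signal decrease of at least 30% at 10 µM or well 3 SD below plate mean, unless failing retest; inactive means the rest, including hits failing retest or dose response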; further: some compounds called inactive have numbers as strong as hits; many of its hits are not listed in these tables
IMP-1 inhibitor = inhibitors of Pseudomonas aeruginosa IMP-1 metallo-beta-lactamase; purified IMP-1, nitrocefin hydrolysis, epi-absorbance fluorescence; AID 1556; 290,000 compounds, 0.45% hits; inhibition, % at 5.6 µM;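 active means inhibition above the mean plus 3 SD of all compounds in the same screening run, cut at about 4.5% in these data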;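 further: 0% = IMP-1 with DMSO and 100% = DMSO wells lacking enzyme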
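System: Purified recombinant IMP-1 metallo-beta-lactamase enzyme | Measured by: Fluorescence quenching readout, ex 480/em 530 nm | Replication: Singlicate | Incubation: 15 min preincubation plus 25 min reaction at 25 °C | Evaluation: Percent inhibition from optical density relative to buffer-blank wells | Benchmarks: DMSO with and without IMP-1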
CRFBP-R2 block = antagonists of CRF-binding protein/CRF-R2 receptor complex; HEK293 CRF-R2/CRF-BP, CRF-induced calcium fluorescence; inhibition, % at 11.8 µM; 350,000 compounds, 0.59% hits;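 active means inhibition of the ligand-induced calcium signal above about 50% at the single tested concentration, limit read from the data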
IDE inh = inhibits human insulin-degrading enzyme in HEK cells; AID 434962; inhibition, % at 5.59 µM; FAbetaB cleavage, fluorescence polarization; 320,000 compounds, 0.41% hits;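 active means percent inhibition above the average of all tested compounds plus 3 SD, set per screening campaign, cut at about 16% in these data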;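 further: IDE supplied by intact live HEK cells; FP after avidin binding of uncleaved biotin substrate so inhibition keeps polarization high; 0% = DMSO wells and 100% = 60 µM reference IDE inhibitor Ii1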
Target sequence (P14735 whole entry, looked up): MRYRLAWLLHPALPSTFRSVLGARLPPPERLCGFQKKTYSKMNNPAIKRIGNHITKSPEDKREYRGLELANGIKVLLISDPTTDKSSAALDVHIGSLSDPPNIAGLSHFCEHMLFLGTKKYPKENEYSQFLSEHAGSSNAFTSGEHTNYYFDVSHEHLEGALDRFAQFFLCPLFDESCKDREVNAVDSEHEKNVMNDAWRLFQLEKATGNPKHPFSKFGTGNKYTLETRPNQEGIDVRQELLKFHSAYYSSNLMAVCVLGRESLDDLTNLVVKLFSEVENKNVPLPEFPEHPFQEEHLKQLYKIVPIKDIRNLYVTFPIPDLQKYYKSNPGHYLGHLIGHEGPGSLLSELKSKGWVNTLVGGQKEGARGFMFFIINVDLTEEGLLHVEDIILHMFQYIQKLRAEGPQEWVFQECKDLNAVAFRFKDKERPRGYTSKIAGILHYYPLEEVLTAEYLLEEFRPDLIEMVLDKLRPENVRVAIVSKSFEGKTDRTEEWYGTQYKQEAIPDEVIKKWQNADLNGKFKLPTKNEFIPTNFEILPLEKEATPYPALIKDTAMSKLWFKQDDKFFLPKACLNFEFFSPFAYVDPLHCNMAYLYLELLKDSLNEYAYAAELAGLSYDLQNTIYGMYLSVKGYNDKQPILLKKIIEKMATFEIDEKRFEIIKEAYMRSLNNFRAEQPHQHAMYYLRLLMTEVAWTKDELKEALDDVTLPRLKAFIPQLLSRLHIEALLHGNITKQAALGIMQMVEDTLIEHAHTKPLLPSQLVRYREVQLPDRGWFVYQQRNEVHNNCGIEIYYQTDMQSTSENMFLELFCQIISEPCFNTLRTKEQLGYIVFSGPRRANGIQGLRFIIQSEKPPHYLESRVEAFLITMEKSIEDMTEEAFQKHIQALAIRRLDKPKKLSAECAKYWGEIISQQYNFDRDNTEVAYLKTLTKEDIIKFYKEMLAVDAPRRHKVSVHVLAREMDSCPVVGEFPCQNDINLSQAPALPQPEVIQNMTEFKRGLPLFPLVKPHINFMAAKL
VIM-2 inh = inhibitors of Pseudomonas aeruginosa VIM-2 metallo-beta-lactamase | purified VIM-2, nitrocefin hydrolysis, epi-absorbance fluorescence | AID 1527 | 290,000 compounds, 0.89% hits | inhibition, % at 5.6 µM;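 active means inhibition above the mean of all tested compounds plus 3 SD, cutoff set per screening run, cut at about 7.5% in these data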;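 further: red hydrolysis product quenches plate fluorescence so inhibitors raise well fluorescence; 0% = enzyme with DMSO and 100% = DMSO without enzyme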
GalR3 antagonist = antagonists of human GalR3. O60755. inhibition, % at 3 µM. HEK293 GalR3-CNG cAMP membrane potential fluorescence; galR3 body fused to GalR1 C-terminus. 360,000 compounds, 0.44% hits. AID 651719;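 active means inhibition above the screen-wide average plus 3 SD, cut at about 13% in these data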;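 further: forskolin and galanin both at EC90 stimulate the cells; cAMP rise reported by CNG channel membrane potential dye signal; 0% = forskolin plus galanin with DMSO and 100% = forskolin alone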
IDE act = IDE (human) activation, cell-based | activation, % at 5.96 µM | HEK cells, FAbeta-B cleavage, fluorescence polarization; 0% vehicle, 100% cell-free pure enzyme wells | AID 493087 | P14735 | 340,000 compounds, 0.073% hits;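 active means activation above the mean of all tested compounds plus 3 SD, set per screening campaign, cut at about 17% in these data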
UBC9 SUMO inh = inhibitors of human SUMOylation (UBC9); P63279; HTRF SUMOylation assay, SAE1/SAE2 + UBC9, in vitro; inhibition, % at 35 µM; 290,000 compounds, 0.36% hits; AID 2006; in the data active means inhibition above about 50%, passing the limit was not always enough; further: strong numbers were not always called active
NS3 helicase inh = inhibitors of Hepatitis C virus NS3 helicase; inhibition, % at 10.9 µM; 290,000 compounds, 0.56% hits; NS3 helicase DNA unwinding, Cy5 molecular beacon fluorescence;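 active means inhibition above the mean of all tested compounds plus 3 SD, set per campaign, cut at about 35% in these data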;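 further: 0% = DMSO wells and 100% = thioflavine S control wells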
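Assay system – hepatitis C virus NS3 helicase domain fragment enzyme · Buffer or medium – MOPS pH 6.5, MgCl2, DTT, Tween20, BSA · Reagent – Cy5/quencher beacon DNA duplex and ATP to start · Compound – single 10.9 µM dose · Timing – 1 h at 25 °C · Technique – Cy5 beacon fluorescence read at start and 1 h · Measure – % inhibition of unwinding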
Numbers without * were called inactive; x = no result given. Not a hit list, and some 3.2% of all compounds hit somewhere here.

pCIP destab,IMP-1 inhibitor,CRFBP-R2 block,IDE inh,VIM-2 inh,GalR3 antagonist,IDE act,UBC9 SUMO inh,NS3 helicase inh,Structure
-2,-1.5,5,1,-0.5,-5,4,13,2,COCCNC(=O)c1cccc(OC2CCN(Cc3ccc(F)cc3OC)CC2)c1
-7,1.8,-7,-2,0.2,-9,6,-17,-12,O=C(Nc1cccc(NC(=O)c2c(F)cccc2F)n1)c1c(F)cccc1F
-1,-3.1,-6,0,-4.5,3,3,11,-15,COc1ccc([N+](=O)[O-])cc1NC(=O)CN(C)S(=O)(=O)c1ccccc1
-14,-2.5,25,4,-2.9,-6,0,21,5,O=C(NCc1ccc2c(c1)OCO2)C1CC(=O)N(C2CCCCCCC2)C1 (stereo unspecified)
-21,-1.3,12,-2,-1.6,1,4,17,-3,Cc1cc(C(=O)Cn2nnc3ccccc3c2=O)c(C)n1-c1ccccc1F
-11,-2.5,11,1,-1.7,-6,5,0,-2,COc1ccc(C)cc1NC(=O)COC(=O)c1c(C)noc1C
-2,-0.3,19,0,-0.1,x,3,-24,-2,CCOC(=O)c1c(NC(=O)c2c(C)noc2C)sc2c1CCCCC2
x,x,17,1,x,-7,3,x,x,CC1CCN(C(=O)COC(=O)C2CCN(S(=O)(=O)c3ccc(Cl)c(C(F)(F)F)c3)CC2)CC1
-21,-0.8,-8,7,-1.7,2,1,-5,-1,CC(C)c1ccc(NC(=O)NC2(C(=O)NCc3cccnc3)CCCCC2)cc1
4,-3.4,-9,-1,-1.7,x,4,28,-6,O=C(Cn1nnc(-c2ccccc2NC(=O)c2ccco2)n1)Nc1ccccc1
-3,-1.1,6,1,2.6,-8,3,10,-7,Cc1nc2ccn(Cc3ccccc3)c(=O)c2cc1C(=O)N1CCN(c2ccccc2)CC1
4,-0.5,5,2,-2.7,1,5,-1,2,COc1cccc(NC(=O)CCNC(=O)N2CC(=O)Nc3ccccc32)c1
6,-1.5,-38,2,0.5,x,-1,3,-31,O=C(c1[nH]nc2c1CCc1ccccc1-2)N1CCN(Cc2ccc3c(c2)OCO3)CC1
-7,x,-8,2,x,-2,1,17,x,O=C(c1ccc2c3n(nc2c1)-c1ccc(Cl)cc1CO3)N1CCCCC1
24,-1.8,3,1,-1.9,2,5,16,4,CCOc1ccc(C(=O)O)cn1
-3,-1.6,1,-3,0.5,-4,4,3,-8,COc1ccc(NC(=O)c2ccc(C)o2)c([N+](=O)[O-])c1
-12,-0.3,16,2,0.6,-4,3,8,-4,CCC(=O)Nc1ccc(C(=O)Nc2ccc(OC)cc2[N+](=O)[O-])cc1
-3,-5.4,-8,2,-1.7,-12,3,-22,-2,Cc1ccc(NC(=O)c2ccccc2-c2ccc(C(F)(F)F)cc2)cc1S(=O)(=O)N1CCOCC1
-2,-1.7,1,3,-1.9,-3,4,-2,-1,CC(C)Oc1ccc(CNCC2(O)CCOC(C)(C)C2)cc1 (stereo unspecified)
x,x,-2,0,x,-3,4,x,x,CC(=O)Nc1ccc(CNc2ncnc3ccc(-c4c(C)noc4C)cc23)cc1

Next structures
pCIP destab,IMP-1 inhibitor,CRFBP-R2 block,IDE inh,VIM-2 inh,GalR3 antagonist,IDE act,UBC9 SUMO inh,NS3 helicase inh,Structure
x,x,-3,-1,x,-2,2,x,x,COC(=O)c1ccc(C2=NOC(C)(c3nnc(Cc4ccccc4)o3)C2)cc1 (stereo unspecified)
-1,-0.7,24,-1,-1.9,3,-1,21,9,COc1ccc(C(=O)N2CCC(C(=O)Nc3ccc(C)cc3)CC2)cc1
0,-2.8,2,1,-4.4,-6,-2,-20,4,Cc1cc(NC(=O)c2nn(C)c(C)c2[N+](=O)[O-])no1
-13,-3.7,11,1,-1.2,1,4,4,5,COc1cccc(C(C(=O)NC(C)(C)C)N(Cc2ccco2)C(=O)CCC(=O)Nc2cc(C)on2)c1OC (stereo unspecified)
0,-1.2,-10,-2,-3.4,-6,6,7,-4,CS(=O)(=O)N(CC(=O)Nc1ccccc1-c1ccccc1)c1ccc(F)cc1
-6,-2.8,x,14,-1.7,x,x,-7,4,O=C1c2ccccc2CN1CCSC(=S)N1CCSCC1
4,-3.2,3,-4,-0.7,1,3,-4,-2,CCOC(=O)c1c(S(=O)(=O)NCC(=O)Nc2cc(C)ccc2C)c(C)n(C)c1C
11,-1.1,-14,-6,-0.3,4,6,4,7,CCCN(CCC)CCCNC(=O)c1cn(CC)c2ccc(S(=O)(=O)N3CCOCC3)cc2c1=O
-5,-2.3,17,-7,-1.2,7,6,2,-7,COc1ccc(C(=O)Nc2cc(=O)n(C)c(=O)n2C)cc1OC
0,-0.4,-31,1,0.9,-5,1,3,2,N#Cc1c(N)n(CCOC(=O)c2cccc(Br)c2)c2nc3ccccc3nc12
-8,-2.7,3,-1,-3.8,-6,6,5,6,Cc1cccc(OCC(=O)NCC(=O)N/N=C/c2ccc(O)cc2O)c1
-13,-0.2,-46,-1,-0.9,-1,-2,19,17,CC1CC1c1ccc(/C=C(\C#N)C(=O)Nc2cc(Cl)ccc2Cl)o1 (stereo unspecified)
-25,-1.7,-10,-2,-0.4,-4,x,16,10,CC1(C)OC(c2ccccc2)=C/C(=C\C=N\NC(=O)c2ccncc2)O1
-42,-3.0,-19,1,0.8,2,-9,14,2,CN1C(=O)/C(=C\c2cc(Br)cs2)c2ccccc21
1,0.0,-54,6,-1.9,1,3,3,24,O=C1N/C(=C/c2cccn2-c2ccccc2)C(=O)N1Cc1ccc(F)cc1
3,-2.1,11,-4,-0.7,-6,6,5,-5,O=C(O)C1C2CCC(O2)C1C(=O)Nc1cnn(Cc2ccccc2)c1 (stereo unspecified)
8,-2.0,-6,1,-2.0,-9,-2,-19,-6,Cc1cccc(-n2cc(CN3CCN(c4ccccn4)CC3)c(-c3cccc(F)c3)n2)c1
-6,-3.1,-3,3,0.2,5,3,16,15,COc1ccc(CCNC(=O)C2CCN(S(=O)(=O)c3cccc4nonc34)CC2)cc1OC
-2,-0.9,-7,2,-0.5,-1,-6,-4,5,CC1(C(=O)NC(=S)N(Cc2ccccc2)c2ccccn2)CC1(Cl)Cl (stereo unspecified)
-17,3.2,30,1,6.6,-5,0,18,-3,CCc1nc(Nc2ccc3nccnc3c2)c2oc3ccccc3c2n1

Four entries from above, arranged by molecular weight, ascending.
pCIP destab,IMP-1 inhibitor,CRFBP-R2 block,IDE inh,VIM-2 inh,GalR3 antagonist,IDE act,UBC9 SUMO inh,NS3 helicase inh,Structure
-5,-2.3,17,-7,-1.2,7,6,2,-7,COc1ccc(C(=O)Nc2cc(=O)n(C)c(=O)n2C)cc1OC
-42,-3.0,-19,1,0.8,2,-9,14,2,CN1C(=O)/C(=C\c2cc(Br)cs2)c2ccccc21
0,-0.4,-31,1,0.9,-5,1,3,2,N#Cc1c(N)n(CCOC(=O)c2cccc(Br)c2)c2nc3ccccc3nc12
11,-1.1,-14,-6,-0.3,4,6,4,7,CCCN(CCC)CCCNC(=O)c1cn(CC)c2ccc(S(=O)(=O)N3CCOCC3)cc2c1=O

Rewritten with two lines to a compound: entries from further up
The line under a structure holds: pCIP destab	IMP-1 inhibitor	CRFBP-R2 block	IDE inh	VIM-2 inh	GalR3 antagonist	IDE act	UBC9 SUMO inh	NS3 helicase inh
> COC(=O)c1ccc(C2=NOC(C)(c3nnc(Cc4ccccc4)o3)C2)cc1 (stereo unspecified)
    x	x	-3	-1	x	-2	2	x	x
> COc1ccc(C(=O)N2CCC(C(=O)Nc3ccc(C)cc3)CC2)cc1
    -1	-0.7	24	-1	-1.9	3	-1	21	9
> Cc1cc(NC(=O)c2nn(C)c(C)c2[N+](=O)[O-])no1
    0	-2.8	2	1	-4.4	-6	-2	-20	4

The list goes on.
pCIP destab,IMP-1 inhibitor,CRFBP-R2 block,IDE inh,VIM-2 inh,GalR3 antagonist,IDE act,UBC9 SUMO inh,NS3 helicase inh,Structure
x,x,13,4,x,-3,0,x,x,CC1(c2ccc3ccccc3c2)NC(=O)N(CC(=O)NCC(C)(C)N2CCOCC2)C1=O (stereo unspecified)
6,-0.9,3,-2,1.3,-7,4,-2,-5,CCOc1ccc(C(=O)C[n+]2ccc(C(=O)NCc3ccccc3)cc2)cc1
-17,-2.9,-4,5,0.0,-10,4,17,14,COc1ccc(S(=O)(=O)N(C)CC(=O)N2CCCC2)cc1OC
14,-2.4,-19,4,-1.7,-2,3,-2,0,O=[N+]([O-])c1ccc2c(c1)C=C1CCCCC1(N1CCCC1)O2 (stereo unspecified)
2,-0.1,26,7,-1.9,-6,4,6,-6,Clc1ccc(CONc2ncnc3nonc23)c(Cl)c1
6,-1.4,0,-3,-1.5,-3,-2,-6,-11,CCN=C1S/C(=C\c2cn(CC)c3ccccc23)C(=O)N1CC
-19,-5.1,7,-2,-1.8,1,7,8,-3,Cc1ccc(Cn2ccc(NC(=O)C3C4CCC(C4)C3C(=O)O)n2)cc1 (stereo unspecified)
4,-1.1,8,-4,1.7,-3,-1,3,9,CSc1nnc2c(n1)c(C)nn2-c1cccc(C)c1
-6,-0.4,-3,0,-1.3,-3,1,1,4,CC(OC(=O)C(C)N1C(=O)C2C3C=CC(C4CC34)C2C1=O)C(=O)c1ccccc1 (stereo unspecified)
2,-0.8,3,-3,-1.1,-2,1,10,-14,CCNC(=S)N(CCc1cccc(C)c1)Cc1cc2cc(OC)c(OC)cc2[nH]c1=O
-1,-1.7,1,x,-0.1,-3,8,1,-6,Cc1ccc(NC2CCCN(C(=O)CSc3ccccn3)C2)cc1C (stereo unspecified)
4,-1.5,10,3,0.0,3,3,-10,-4,CCC(C)NC(=O)CCSCCC(=O)NC(C)CC (stereo unspecified)

Screening data from PubChem.
